# Bioassay records deposited in PubChem by several laboratories.
# Mtb FBA inh: inhibitors of M. tuberculosis fructose-bisphosphate aldolase. purified M. tuberculosis FBA, fluorescence read-out. inhibition, % at 1 µM. 2.3% of 360,000 active; in the data active = inhibition above about 27%;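 note: 0% = vehicle and 100% = reference inhibitor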
# Target sequence (P9WQA3 whole entry, looked up): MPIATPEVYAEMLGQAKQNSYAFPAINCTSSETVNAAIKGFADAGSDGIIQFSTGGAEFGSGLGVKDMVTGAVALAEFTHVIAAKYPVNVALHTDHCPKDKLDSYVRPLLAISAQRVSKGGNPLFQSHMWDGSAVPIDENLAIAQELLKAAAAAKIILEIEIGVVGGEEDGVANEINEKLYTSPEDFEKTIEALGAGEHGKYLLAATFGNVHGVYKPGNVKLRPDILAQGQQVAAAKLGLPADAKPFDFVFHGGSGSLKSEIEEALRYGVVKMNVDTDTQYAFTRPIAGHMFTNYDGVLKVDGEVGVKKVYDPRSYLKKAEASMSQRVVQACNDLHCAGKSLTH
# Mtb BioA inh: inhibitors of Mycobacterium tuberculosis BioA enzyme; inhibition, % at 9.99 µM; purified M. tuberculosis BioA enzyme, plate reader; AID 602481; 0.096% of 360,000 active; in the data active = inhibition above about 40%; inconclusive = no clear call, values can overlap the other calls
# CCHFV vOTU inh: blocks the CCHF virus ovarian tumor domain protease | CCHFV vOTU protease, Pep-AMC fluorescence | inhibition, % at 11.5 µM | AID 651958 | 0.55% of 370,000 active; note: 0% = vehicle wells with enzyme and 100% = no enzyme wells
# GDH-TPI counter: counter-screen for M. tuberculosis FBA inhibitors: GDH-TPI coupled enzymes. AID 588335. GDH-TPI coupled enzyme counterscreen, NADH absorbance. 1.2% of 360,000 active. inhibition, % at 4.8 µM;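 note: 0% = DMSO wells and 100% = wells lacking the enzyme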
# FadD28 binding: M. tuberculosis FadD28 bisubstrate binding inhibition. FadD28 bisubstrate probe binding, fluorescence polarization. inhibition, % at 12.5 µM. 0.22% of 360,000 active. AID 588549; in the data active = inhibition above about 8.5%, passing the limit was not always enough; inconclusive = no clear call, values can overlap the other calls
# UGM FP inh: inhibitors of M. tuberculosis UDP-galactopyranose mutase | inhibition, % at 10 µM | purified UGM, fluorescence polarization probe displacement | AID 504406 | P9WIQ1 | 0.06% of 320,000 active; in the data active = inhibition above about 10%, passing the limit was not always enough; inconclusive = no clear call, values can overlap the other calls
# Target sequence (P9WIQ1 whole entry, looked up): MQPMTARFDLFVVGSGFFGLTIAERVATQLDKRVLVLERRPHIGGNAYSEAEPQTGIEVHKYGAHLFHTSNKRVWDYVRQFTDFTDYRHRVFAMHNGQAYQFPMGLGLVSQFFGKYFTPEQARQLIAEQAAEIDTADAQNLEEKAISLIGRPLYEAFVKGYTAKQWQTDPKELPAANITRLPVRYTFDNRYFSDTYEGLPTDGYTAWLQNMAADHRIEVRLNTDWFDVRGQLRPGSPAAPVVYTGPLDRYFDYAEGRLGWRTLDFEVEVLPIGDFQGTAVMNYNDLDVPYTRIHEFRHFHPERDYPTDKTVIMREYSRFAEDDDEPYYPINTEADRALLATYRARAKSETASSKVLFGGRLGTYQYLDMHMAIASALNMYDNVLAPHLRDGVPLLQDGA
# BoNT A protease: inhibitors of Botulinum neurotoxin A light chain protease. multiplex microsphere protease substrate cleavage, flow cytometry. inhibition, % at 10 µM. 0.17% of 360,000 active. AID 588499; in the data active = inhibition above about 30%; inconclusive = no clear call, values can overlap the other calls; note: plate controls were buffer without enzyme for full effect and enzyme alone for no effect
# BoNT F protease: inhibitors of Botulinum neurotoxin F light chain protease | AID 588497 | inhibition, % at 10 µM | 0.22% of 360,000 active | Multiplex microsphere protease cleavage assay, flow cytometry; in the data active = inhibition above about 35%, passing the limit was not always enough; inconclusive = no clear call, values can overlap the other calls; note: plate controls were buffer without enzyme for full effect and enzyme alone for no effect
# PrPC surface inh: inhibitors of human cell surface prion protein PrPC. TR-FRET read-out. inhibition, % at 13.8 µM. 0.43% of 370,000 active. AID 720596; in the data active = inhibition above about 24%; note: 0% = median of the test wells and 100% = reference compound wells
# * hit, by the source's call; ? = inconclusive; nt = no result given; + = active, no number; & = joins results of further samples. Cut-off read from the data, not from the text of the source, unless noted: active = inhibition above about 30%; inactive = the rest. No enrichment for hits; any-hit rate near 4.8%.
# The first 3 records, to show the layout:
SMILES,Mtb FBA inh,Mtb BioA inh,CCHFV vOTU inh,GDH-TPI counter,FadD28 binding,UGM FP inh,BoNT A protease,BoNT F protease,PrPC surface inh
O=C(Nc1ccc2c(c1)OCO2)O[C@@H]1C[C@H]2CCCC(=O)N3CC[C@@H](C1)[C@@H]23,2,2.1,4,-5,0.3,0.2,0.0,-6,8
CC(Sc1ccccc1)C(=O)NNC(=O)c1csc(N2CCOCC2)n1 (configuration not stated),3,nt,-3,4,-1.0,-0.4,-9.2,?,-5
C=CC[C@H](CC(=O)N(CCO)Cc1ccccc1)C(=O)NCCOC(=O)[C@H](CC=C)CC(=O)OC(C)(C)C,-1,-0.2,-1,-4,-3.5,nt,-0.4,-10,2

# The whole of this part, from the first entry:
SMILES,Mtb FBA inh,Mtb BioA inh,CCHFV vOTU inh,GDH-TPI counter,FadD28 binding,UGM FP inh,BoNT A protease,BoNT F protease,PrPC surface inh
O=C(Nc1ccc2c(c1)OCO2)O[C@@H]1C[C@H]2CCCC(=O)N3CC[C@@H](C1)[C@@H]23,2,2.1,4,-5,0.3,0.2,0.0,-6,8
CC(Sc1ccccc1)C(=O)NNC(=O)c1csc(N2CCOCC2)n1 (configuration not stated),3,nt,-3,4,-1.0,-0.4,-9.2,?,-5
C=CC[C@H](CC(=O)N(CCO)Cc1ccccc1)C(=O)NCCOC(=O)[C@H](CC=C)CC(=O)OC(C)(C)C,-1,-0.2,-1,-4,-3.5,nt,-0.4,-10,2
COc1ccccc1N1CCN(CC(O)COc2ccc3c(C)cc(=O)oc3c2)CC1 (configuration not stated),16,-1.1,-16,4,-3.9,1.4,-0.2,1,-10
CCCCCCC(=O)N/N=C/c1c(O)n(C(C)CC)c(=S)[nH]c1=O (configuration not stated),5,-0.5,7,21,-0.5,2.8,-0.3,-7,14
COc1ccc(CCNC(=O)COC(=O)c2cc(S(=O)(=O)N3CCCC3)ccc2O)cc1,9,0.7,-3,1,-1.4,nt,-1.9,-2,5
Cc1cc(Cl)ccc1OCCCC(=O)N/N=C/c1cccc([N+](=O)[O-])c1,1,-1.3,-3,-4,-1.8,-1.9,-0.2,1,-2
Cc1cccc(N)c1SC1CCCCC1O (configuration not stated),1,nt,-10,3,-0.4,1.0,1.9,-5,0
CCCc1cc(N2CCN(C(=O)c3ccco3)CC2)n2c(nc3ccccc32)c1C#N,32*,1.3,-55,1,-4.8,-0.9,1.0,1,-14
O=C(Nc1cccc(S(=O)(=O)C(F)F)c1)c1ccc(S(=O)(=O)N2CCCCC2)cc1,-3,-2.4,2,-2,-1.5,2.9,-0.4,-10,14
CC(C)c1nc2oc3c(NCc4cccnc4)ncnc3c2c2c1CCC2,13,1.9,-16,6,0.9,-0.5,-0.6,-8,1
CCc1nnc2n1N=C(c1cccc([N+](=O)[O-])c1)CS2,1,0.7,6,-4,-1.1,0.0,-0.4,-17,-12
O=S(=O)(c1ccccc1)c1nc(-c2ccco2)oc1NCc1ccccc1,-2,nt,-3,-4,-3.6,3.7,-0.2,2,9
CC(Sc1ccc(Cl)cc1)C(=O)Nc1ccc(S(=O)(=O)N2CCOCC2)cc1 (configuration not stated),1,-0.6,-2,11,-5.2,-0.5,-2.5,-45,0
COc1ccc(/C=N/NC(=O)NC23CC4CC(CC(C4)C2)C3)c(OC)c1,0,-0.5,-12,9,-1.9,-0.3,-1.4,4,-1
COc1cc(/C=C/C(=O)OCC(=O)NCc2ccco2)ccc1O,1,-1.0,1,8,-1.5,-2.4,-3.6,1,-6
CCOC(=O)Cc1csc(NC(=O)CSc2nnc(-c3ccc(C)cc3)o2)n1,11,-0.6,-19,4,0.8,-1.0,-0.5,5,5
CC(=O)NC(c1cccc(F)c1)c1nc(-c2cc(F)cc(Cl)c2)cs1 (configuration not stated),-1,-0.8,36*,-11,-6.0,nt,0.4,4,4
OCC1CCCN(c2nc(CN3CCCCC3)nc3scc(-c4ccccc4)c23)C1 (configuration not stated),-2,nt,5,-3,-6.8,-0.1,0.7,6,-2
O=C(COC(=O)c1ccco1)NCC1CCCCC1,-1,-1.5,-2,-9,-0.9,nt,-0.1,-5,-1
Cc1ccc(CCNC(=O)CN(c2ccc(C)cc2)S(=O)(=O)c2c(C)noc2C)cc1,1,1.0,11,-3,-1.3,-0.6,-0.7,-8,-6
COC(=O)c1ccc(C)c(NS(=O)(=O)c2ccc(OC)c(OC)c2)c1,1,3.6,1,2,-3.6,-1.1,-0.8,4,-3
COC(=O)[C@@]1(Cc2ccc(OC)cc2)[C@H]2c3cc(C(=O)N4CCCC4)n(CCN4CCOCC4)c3C[C@H]2CN1C(=O)c1ccccc1,nt,nt,-2,nt,nt,nt,-0.4,0,-9
Cc1ccnc(NC(=O)CSc2ccccn2)c1,3,nt,-8,-1,-3.7,-3.1,1.0,0,0
Cc1cc(C)nc(SCc2ccc(Cl)cc2)n1,1,1.0,-6,-5,-1.8,-2.8,2.5,-12,-3
COc1ccccc1C(=O)Nc1nc2cc3c(cc2s1)OCCO3,9,-3.0,nt,4,-2.9,2.2,0.3,-6,nt
COCCn1c(SCc2ccccc2Cl)nc2c1c(=O)[nH]c(=O)n2C,3,-0.2,6,-9,-0.4,1.5,0.7,10,-1
CCc1nc2c(OCCC3CCCCC3)cccn2c1N(C=O)Cc1ccc(OC)cc1,0,-0.3,15,12,-4.5,nt,0.2,-2,15
C=CCNC(=O)c1ccc(N(Cc2ccc(Cl)cc2)S(C)(=O)=O)cc1,-1,7.5,-14,0,-2.2,-1.6,1.1,39*,2
COc1ccc(-n2c(Cc3cccn3C)nnc2SCC(=O)Nc2ccccc2)cc1,1,-1.3,-2,3,-1.0,1.6,-0.3,-2,0
C=CCNCc1cccn1-c1sc2c(c1C#N)CCCC2,1,2.9,-10,7,-0.3,0.3,-0.5,-6,5
CCCCN1C(=O)N(c2nnc(C(C)(C)C)s2)C(O)C1c1ccc(C)cc1 (configuration not stated),1,nt,5,-6,-1.0,0.8,?,nt,8
O=C(O)c1ccccc1-c1ccccc1C(=O)Nc1ccc2c(c1)C(O)c1ccccc1-2 (configuration not stated),5,nt,6,3,-3.0,nt,0.1,-9,-5
O=C(Nc1nc(-c2cccs2)c(C(=O)C(F)(F)F)s1)c1ccccc1,0,1.8,2,22,-14,-1.2,-0.1,-12,-1
O=C1CNC(=S)N1Cc1ccc(Cl)cc1,-3,-1.1,-4,11,nt,0.6,-3.2,0,0
COc1cccc2c1cc1c(=O)n(CC(=O)N3CCC(C)CC3)nc(C)n12,+,-2.4,-85,10,-1.0,-2.5,0.5,0,4
COc1ccccc1NC(=O)C(=O)Nc1ccccn1,2,-1.8,-8,8,-0.8,0.0,?,-25,-1
O=C(C1CCC1)N1CCN(Cc2ccccc2)CC1,4,-1.6,-2,2,0.6,2.8,-0.2,-5,-6
Cc1cc(-n2cnc3c(=O)[nH]cnc32)ccc1N,1,-0.9,0,10,-1.7,-1.4,-0.5,21,-6
O=C(NNS(=O)(=O)c1ccc(C(F)(F)F)cc1)c1cnn(-c2ccccc2)c1C(F)(F)F,2,nt,10,-1,-5.3,0.3,-1.0,8,8

# Profiles, looked up by structure. Values in the order: Mtb FBA inh	Mtb BioA inh	CCHFV vOTU inh	GDH-TPI counter	FadD28 binding	UGM FP inh	BoNT A protease	BoNT F protease	PrPC surface inh
# Listed for `Cc1cc(-n2cnc3c(=O)[nH]cnc32)ccc1N` : 1	-0.9	0	10	-1.7	-1.4	-0.5	21	-6
# Listed for `O=C(C1CCC1)N1CCN(Cc2ccccc2)CC1` : 4	-1.6	-2	2	0.6	2.8	-0.2	-5	-6
# Listed for `COc1ccccc1NC(=O)C(=O)Nc1ccccn1` : 2	-1.8	-8	8	-0.8	0.0	?	-25	-1
# Listed for `O=C1CNC(=S)N1Cc1ccc(Cl)cc1` : -3	-1.1	-4	11	nt	0.6	-3.2	0	0
# Listed for `CCCCN1C(=O)N(c2nnc(C(C)(C)C)s2)C(O)C1c1ccc(C)cc1` (configuration not stated) : 1	nt	5	-6	-1.0	0.8	?	nt	8

# New compounds follow:
SMILES,Mtb FBA inh,Mtb BioA inh,CCHFV vOTU inh,GDH-TPI counter,FadD28 binding,UGM FP inh,BoNT A protease,BoNT F protease,PrPC surface inh
Cc1ccc(-c2csc(NC(=S)NC(=O)c3cccs3)n2)cc1,-2,-0.9,-13,7,-2.1,-2.6,0.4,2,-1
CC(Sc1n[nH]c(-c2cccs2)n1)C(=O)Nc1ccccc1F (configuration not stated),4,1.0,-3,11,-4.7,0.9,-0.6,-1,5
CCCC12CN3CCN(C1)CC(CCC)(C3)C2=O,-2,-0.8,5,0,3.3,2.6,0.1,-1,2
O=C(OCC1OC(n2cc(Br)c(=O)[nH]c2=O)C(Br)C1O)c1ccccc1 (configuration not stated),0,13,11,-13,-2.9,0.3,-0.5,-20,-7
CCOc1nc(NC(=O)NS(=O)(=O)c2ccccc2F)nc(-c2ccccc2)n1,-3,nt,-13,1,0.5,nt,-2.7,-2,-3
Cc1cccc(NC(=O)c2ccc3c(c2)OCCO3)c1C,3,3.7,7,-2,2.5,2.8,4.8,18,1
COc1cc(OC)cc(C(=O)Nc2ncc3c(n2)CC(C)(C)CC3=O)c1,-3,-0.1,-2,3,-3.8,0.2,0.5,-6,-8
CCN1CCN(Cc2ccc(NC(=O)c3cc(NC(=O)c4cc5cccc(OC)c5o4)cc(OC)c3)cc2C(F)(F)F)CC1,2&0,-3.0&-1.2,14&-5,0&-1,-2.3&-7.7,0.1,-0.2&-0.1,-32&-14,-19&-17
CC(=O)N1CCN(C(=O)c2ccc(OC3CCN(Cc4ccccn4)CC3)cc2)CC1,3,-3.3,-7,0,1.8,3.0,-2.3,-7,-1
CCCCCC(=O)N(O)C1CC(=O)N(c2ccccc2)C1=O (configuration not stated),-1,nt,-13,-8,-0.2,-0.5,0.5,-7,-2
C/C(CC(=O)Nc1cc(C)ccn1)=N\NC(=O)C(=O)Nc1cccc(C)c1,9,nt,-2,4,-1.9,-0.6,0.0,-2,6
C#CCNc1c2c(nc3nnnn13)CCCC2,0,-0.7,-13,-3,-3.0,1.3,0.0,-2,0
CC(OC(=O)Cc1c(F)cccc1Cl)C(=O)NC1(C#N)CCCCC1 (configuration not stated),2,0.3,-5,-1,-1.5,2.8,1.9,-14,-4
COc1ccc(S(=O)(=O)N2CCN(C(=O)NCc3ccc(C)cc3)CC2)cc1,1,0.8,6,9,-1.9,3.6,-1.8,2,-6
CCCc1cc(-n2cnc3ccccc32)n2c(nc3ccccc32)c1C#N,5,27,-3,10,-0.1,-2.1,3.6,9,-9
C=CCc1cc(C)ccc1OCCCn1ccnc1,2,-1.4,16,1,-1.3,0.3,-1.3,-14,1
COC(=O)c1ccc(N2CCN(S(=O)(=O)c3c(C)cc(C)cc3C)CC2)c([N+](=O)[O-])c1,-3,0.0,3,0,-2.4,-2.3,-0.3,3,-3
CN(C(=O)COC(=O)C1COc2ccccc2O1)c1c(N)n(Cc2ccccc2)c(=O)[nH]c1=O (configuration not stated),0,nt,0,5,0.9,-1.4,0.3,4,4
Cc1ccnc(NC(=O)CCS(=O)(=O)c2ccccc2)c1,0,-1.3,5,7,nt,-0.4,-1.9,-2,2
Cc1csc(NC(=O)CSc2nnc(-c3ccc(Cl)cc3)n2N)n1,3,-0.1,3,10,0.8,0.9,-1.2,-5,-6
Cc1ccc(S(=O)(=O)CC(=O)N2CCOCC2)cc1,2,nt,13,-3,-2.9,3.0,0.4,4,-3
CCn1c(SCC(=O)N/N=C/c2cc(OC)c(OC)c(OC)c2)nc2ccccc21,0,nt,11,6,-4.0,0.8,0.3,-5,8
COc1cccc(NC(=O)Cn2c(SCC(=O)N3CCOCC3)nc3ccccc32)c1,2,nt,-6,1,-0.9,-0.6,?,-2,14
CCCCn1c(CCCNC(=O)CC)nc2ccccc21,0,0.5,13,-2,-1.7,-1.6,0.3,-4,-6
